Screening data: PubChem BioAssay, NCI
Growth percent in the NCI-60 one-dose screen (48 h, 10 µM unless noted): 100 = growth as untreated, 0 = no growth, -100 = all killed.
A549/ATCC = A549/ATCC NSCLC; 3.7% of 81,000 active
M14 = M14 melanoma. AID 1794745. 6.2% of 80,000 active
SK-MEL-5 = SK-MEL-5 melanoma; 6.4% of 80,000 active; AID 1794755
EKVX = EKVX NSCLC; 3% of 71,000 active; AID 1794765
HOP-62 = HOP-62 NSCLC. 3.9% of 80,000 active. AID 1794735
HOP-92 = HOP-92 NSCLC cells | 6.3% of 71,000 active
SK-MEL-28 = SK-MEL-28 melanoma; 4.1% of 81,000 active
SK-MEL-2 = SK-MEL-2 melanoma. AID 1794763. 4.7% of 77,000 active
An asterisk follows results filed as active; x = not tested or not shown; & = joins results of further samples. How the source made its calls: active means growth percent below 10; inactive means the rest.

Key to letters: A = A549/ATCC; B = M14; C = SK-MEL-5; D = EKVX; E = HOP-62; F = HOP-92; G = SK-MEL-28; H = SK-MEL-2
Cc1ccc(C(C#N)c2ccccc2)cc1 (stereo unspecified)
  A = 68; B = 101; C = 107; D = 94; E = 85; F = 94; G = 106; H = 98

CCn1cc(C(=O)NN2C(=O)CCC2=O)c(=O)c2ccc(C)nc21
  A = 99; B = 101; C = 98; D = 102; E = 103; F = 102; G = 116; H = 110

Cc1[nH]c2ncnc(Nc3ccc(C(=O)Nc4ccc(Cl)cc4)cc3)c2c1C
  A = 92; B = 109; C = 102; D = 102; E = 99; F = 108; G = 99; H = 90

Cn1ccnc1C(=O)/C=C/c1ccccc1
  A = 34; B = -1.9*; C = 15; D = -9.8*; E = -55*; F = -9.6*; G = 30; H = 47

CCNC(=S)Nc1ccc(-n2c(=O)c3ccccc3c3ccccc3c2=O)cc1
  A = 103; B = 110; C = 107; D = 100; E = 110; F = 112; G = 107; H = 98

CCOC(=O)c1cccc(N2C(=O)/C(=C/N3N=C(c4ccccc4)CC3c3ccccc3O)SC2=S)c1 (stereo unspecified)
  A = 79; B = 87; C = 94; D = x; E = 67; F = 98; G = 92; H = 86

CCOc1ccc(-c2cc(C3(S(=O)(=O)c4ccc(C)cc4)CC=CC3)on2)cc1
  A = 93; B = 107; C = 70; D = 69; E = 86; F = 86; G = 115; H = 90

COc1cc(/C=N/N=C2\C(=O)Nc3ccc(F)cc32)ccc1F
  A = 105; B = x; C = 96; D = 74; E = 87; F = 88; G = 95; H = 97

C=CCSc1nnc(/N=C2\NC(=O)/C(=C/c3ccc(O)cc3)S2)s1
  A = 100; B = 101; C = 99; D = 96; E = 102; F = 99; G = 115; H = 106

COc1ccc(/C=C/c2cccc[n+]2C)cc1
  A = x; B = 103; C = 105; D = x; E = 77; F = x; G = 109; H = x

Look-ups from above:
`COc1cc(/C=N/N=C2\C(=O)Nc3ccc(F)cc32)ccc1F` | SK-MEL-2: 97
`CCOc1ccc(-c2cc(C3(S(=O)(=O)c4ccc(C)cc4)CC=CC3)on2)cc1` | SK-MEL-5: 70

The list continues.
Key to letters: A = A549/ATCC; B = M14; C = SK-MEL-5; D = EKVX; E = HOP-62; F = HOP-92; G = SK-MEL-28; H = SK-MEL-2
CCCNCC(O)Cc1ccc(OCC)cc1 (stereo unspecified)
  A = 92; B = 101; C = 97; D = 102; E = 92; F = 100; G = 109; H = 100

O=C1S/C(=C\c2ccc(Br)cc2)C(=O)N1Cc1cc2ccccc2nc1Cl
  A = 99; B = 101; C = 100; D = 96; E = 94; F = 101; G = 103; H = 101

C=C(C)[C@@H]1CC[C@]2(C(=O)N3CCNCC3)CC[C@]3(C)[C@H](CC[C@@H]4[C@@](C)(CCC(=O)N5CCNCC5)[C@H](C(=C)C)CC[C@]43C)[C@@H]12
  A = 75; B = 86; C = 90; D = 102; E = 93; F = 95; G = 97; H = 102

COC(=O)[C@@H]1CCCN1C(=O)[C@H]1CCCN1C(=O)[C@@H](Cc1c[nH]c2ccccc12)NC(=S)Nc1cc(C(F)(F)F)cc(C(F)(F)F)c1
  A = 28; B = 40; C = x; D = x; E = 65; F = 81; G = 56; H = 55

O=S(=O)(O)c1cc(N=Nc2ccc(O)cc2)ccc1/C=C/c1ccc(N=Nc2ccc(O)cc2)cc1S(=O)(=O)O
  A = 102; B = 105; C = 71; D = 112; E = 102; F = 80; G = 111; H = x

CCCc1c(OC(=O)c2ccccc2)nc2[nH]c(=O)sc2c1C
  A = 100; B = 99; C = 98; D = 98; E = 96; F = 93; G = 104; H = 107

O=C(N/N=C/c1cccc([N+](=O)[O-])c1)c1ccccc1
  A = 98; B = 106; C = 102; D = x; E = 103; F = x; G = 97; H = 106

CCC(C)N(c1ccc(OC)cc1)c1nc(-c2ccc(Br)cc2)cs1 (stereo unspecified)
  A = 104; B = 103; C = 101; D = 93; E = 100; F = 90; G = 106; H = 100

Nc1ncnc2c1C(c1ccc(Br)cc1)c1sc3c(Br)cccc3c1O2 (stereo unspecified)
  A = 97; B = 98; C = 90; D = 70; E = 81; F = 83; G = 113; H = 73

CCCCN1C(=O)c2cccc3c(/C=C/CN4C(=O)c5cccc6cccc(c56)C4=O)ccc(c23)C1=O
  A = 100; B = 98; C = 102; D = 94; E = 93; F = 83; G = 106; H = 111

COc1ccc(/C(C)=N/NC(=O)c2ccncc2)cc1
  A = 108; B = 116; C = 108; D = 108; E = 106; F = 101; G = 100; H = 105

OCC#CC#CCO
  A = 93; B = 106; C = 108; D = 115; E = 108; F = 91; G = 110; H = 99

COc1cc2nc(Cl)nc(Nc3ccc(S(=O)(=O)Nc4cc(C)on4)cc3)c2cc1OC
  A = 89; B = 104; C = 108; D = 95; E = 102; F = 99; G = 109; H = 88

CC(C)CCOC(=O)C(=O)OCCC(C)C
  A = 105; B = 102; C = 103; D = 108; E = 117; F = 89; G = 118; H = 116

CCOC(=O)c1ccc(NS(=O)c2ccccc2)cc1 (stereo unspecified)
  A = 95; B = 98; C = 91; D = 93; E = 84; F = 82; G = 103; H = 100

c1ccc(-n2cc3c(c2)-c2oncc2CC3)cc1
  A = 104; B = 99; C = 94; D = 73; E = 70; F = 70; G = 107; H = 113

O=C(NNc1nc(NNC(=O)c2ccccc2)nc(N2CCOCC2)n1)c1ccccc1
  A = 98; B = 101; C = 100; D = 96; E = 112; F = 113; G = 119; H = 113

COc1ccc(-c2cc(C#N)c(N)o2)cc1
  A = 103; B = 94; C = 99; D = 90; E = 90; F = 79; G = 107; H = 100

O=C(CSc1nc2ccccc2c(=O)n1CCc1ccccc1)Nc1ccc(Cl)cc1
  A = 84; B = 97; C = 79; D = 72; E = 62; F = x; G = 91; H = 87

COC(=O)c1oc2c(C(=O)/C=C/c3ccc(OC)cc3)c(OCCCN3CCCCC3)ccc2c1C
  A = -3.5*; B = -40*; C = -61*; D = 28; E = 2.0*; F = -39*; G = -51*; H = 53

Fc1ccc(Cn2cc(CSc3nc4ccccc4o3)nn2)cc1
  A = 103; B = 97; C = 110; D = 108; E = 87; F = 113; G = 99; H = 99

Cc1cc(N/N=C/c2nc(-c3ccccc3)oc2C)c2cc(Br)ccc2n1
  A = 87; B = 92; C = 103; D = 107; E = 88; F = 72; G = 26; H = 106

O=CNc1c2ccccc2c(NC=O)c2ccccc12
  A = 108; B = 103; C = 104; D = 139; E = 96; F = 93; G = 113; H = 105

CCN(c1ncc(C(=O)O)cn1)c1cc2c(cc1C)C(C)(C)CCC2(C)C
  A = 73; B = 98; C = 81; D = 92; E = 79; F = 70; G = 105; H = 101

COc1ccc(C(=O)c2cc3c(OC)c(OC)c(OC)cc3[nH]2)cc1
  A = 37; B = 30; C = 37; D = 98; E = 78; F = x; G = 65; H = 44

COc1cc(/C=N/Nc2cccc(Br)c2)cc(OC)c1OC
  A = 69; B = 51; C = 85; D = 85; E = 99; F = 71; G = 80; H = 99

CC(=O)C(N=Nc1ccc(N2CCN(C(=O)OC(C)(C)C)CC2=O)cc1)C(C)=O
  A = 104; B = 115; C = 99; D = 104; E = 109; F = 125; G = 118; H = 107

Cc1c(C(N)=O)sc2ncn(CCO)c(=O)c12
  A = 131; B = 111; C = 113; D = 132; E = 104; F = x; G = 132; H = 183

CC(=O)c1c(/C=C/c2ccc(C(F)(F)F)cc2)c2ccccc2[nH]c1=O
  A = 61; B = 93; C = 94; D = 85; E = 46; F = 65; G = 103; H = 106

COc1ccc(CCN2CC(=O)NC(=O)C2)cc1OC
  A = 98; B = 105; C = x; D = 96; E = 102; F = x; G = 102; H = 106

c1ccc(Nc2nnc(-c3cc(-c4cccnc4)n(-c4ccccc4)n3)o2)cc1
  A = 94; B = x; C = 94; D = 93; E = 107; F = x; G = 111; H = 119

O=C(Nc1ccc(NS(=O)(=O)c2ccc(C(F)(F)F)cc2)cc1)C12CC3CC(CC(C3)C1)C2
  A = 86; B = 96; C = 95; D = 88; E = 104; F = 98; G = 103; H = 97

COc1ccc(/C=C/c2c(C(N)=O)c(C)nc3ccccc23)cc1
  A = 99; B = 101; C = 99; D = 87; E = 84; F = 89; G = 103; H = 108

N=C1C(c2nc(-c3ccc(Cl)cc3)cs2)=C(O)CN1NC(=O)c1ccc2c(c1)OCO2
  A = 96; B = 101; C = 109; D = 102; E = 88; F = 129; G = 163; H = 109

CNNC1=NS(=O)(=O)c2cnccc2N1c1cc(C)ccc1O
  A = 60; B = 96; C = 119; D = 96; E = 93; F = 84; G = 113; H = 104

O=C(NCc1ccc(Cn2c(=O)sn(-c3ccc(Cl)cc3)c2=O)cc1)OCc1ccc2c(Cl)cc(Cl)c(O)c2n1
  A = 31; B = 51; C = 33; D = 44; E = 38; F = 65; G = 47; H = 74

O=C(Nc1ccncc1)C(=O)c1cn(S(=O)(=O)c2ccc(Cl)cc2)c2ccccc12
  A = 74; B = 18; C = 17; D = 54; E = 31; F = 33; G = 46; H = x

CCC[CH2][Sn]1([CH2]CCC)[O]C2C(CO)OC(n3ccc(N)nc3=O)C2[O]1 (stereo unspecified)
  A = 68; B = -47*; C = -72*; D = x; E = 23; F = -56*; G = -90*; H = -92*

COC1=CC2C3(O)CCCc4cccc(c43)N3C(=O)CCC23C=C1OC (stereo unspecified)
  A = 92; B = 101; C = 107; D = 92; E = 101; F = 80; G = 108; H = 101

c1ccc2cc(Cn3c(-c4ccc5ccccc5c4)[n+](Cc4ccc5ccccc5c4)c4ccccc43)ccc2c1
  A = -65*; B = -73*; C = -97*; D = -12*; E = -67*; F = -60*; G = -55*; H = -68*

c1csc(-c2cnc3nonc3n2)c1
  A = 94; B = 89; C = 88; D = 101; E = 88; F = x; G = 104; H = 105

N#CC(C#N)=Cc1cc2ccccc2n2nnnc12
  A = 94; B = 87; C = 101; D = 100; E = 93; F = 93; G = 94; H = 92

COc1ccc(NC(=O)c2cc(NCc3cc(O)ccc3O)ccc2O)cc1
  A = 79; B = 95; C = 93; D = 100; E = 101; F = 106; G = 99; H = 89

CSc1nc(-n2ncc(C#N)c2N)c2c3c(sc2n1)CCC3
  A = 101; B = 99; C = 94; D = x; E = 87; F = x; G = 111; H = 106

CCOC(=O)N(O)c1ccc(/C=C/c2ccccc2)cc1
  A = 77&44; B = 59&67; C = 57&66; D = 92; E = 67; F = 67; G = 108&103; H = 53&66

Cc1ccc2c(n1)C(=O)C(Cl)=C(Nc1cccc(C)c1C)C2=O
  A = 42; B = -29*; C = -66*; D = 31; E = 0.0*; F = -1.4*; G = 6.7*; H = -42*

CC(=O)N(C(C)=O)N(C(C)=O)C(=O)c1ccccn1
  A = 97; B = 111; C = 103; D = x; E = 104; F = 136; G = 103; H = 111

CC(O)C(O)C(O)C(/C=N\NC(N)=S)=N/NC(N)=S (stereo unspecified)
  A = 98; B = 96; C = 103; D = 112; E = 99; F = 106; G = 108; H = 98

Cn1cc(-c2nnc(N)nc2-c2c[nH]c3ccccc23)c2cc(Br)cnc21
  A = 55; B = 25; C = -73*; D = 47; E = 51; F = x; G = 49; H = 46

O=C(c1ccccc1)c1c(/C=C/c2ccc(Cl)cc2)nc2ccccc2c1/C=C/c1ccccc1
  A = 95; B = 96; C = 99; D = 85; E = 95; F = 83; G = 95; H = 100

(listing goes on)
Key to letters: A = A549/ATCC; B = M14; C = SK-MEL-5; D = EKVX; E = HOP-62; F = HOP-92; G = SK-MEL-28; H = SK-MEL-2
CCc1cnc2ccccc2c1/C=C/c1ccc(N(C)C)cc1
  A = 33; B = 28; C = 47; D = 62; E = 47; F = 60; G = 60; H = 30

CN1CCc2c(sc3ncnc(N/N=C/c4c(F)cccc4Cl)c23)C1
  A = 106; B = 65; C = 72; D = 67; E = 92; F = 76; G = 96; H = 127

OB(O)c1ccsc1-c1nc2ccc3[nH]ncc3c2c2c1CCCC2
  A = 47; B = 41; C = 58; D = 35; E = 52; F = 65; G = 73; H = 56

NC1CC2(CCN(c3cnc(C(=O)Nc4cc(F)cc5cccnc45)cn3)CC2)C1
  A = 63; B = 79; C = 95; D = 82; E = 96; F = 80; G = 93; H = 101

Cc1c2c(c(C)c3c1oc1ccc(O)cc13)C(=O)N(CCN1CCCCC1)C2=O
  A = 91; B = 104; C = 99; D = 107; E = 95; F = 114; G = 104; H = 118

c1ccc(Cn2c(SCCc3c[nH]c4ccccc34)nnc2-c2ccncc2)cc1
  A = 102; B = 99; C = 99; D = 99; E = 109; F = 84; G = 103; H = 99

CNC(=O)c1ccccc1CNC(=S)Nc1cccc(C)c1
  A = 103; B = 105; C = 101; D = x; E = 100; F = x; G = 92; H = x

COc1cc(NC(=O)C(C)C)ccc1C(=O)NC(=S)Nc1ccc(C(=O)O)cc1
  A = 106; B = 99; C = 116; D = 87; E = 103; F = 82; G = 104; H = 110

CCOC(=O)N1C=Cc2ccccc2C1C#N (stereo unspecified)
  A = 98; B = 111; C = 102; D = x; E = 97; F = x; G = 109; H = 90

Nc1ncnc2c1N=C(c1ccc3c(c1)OCO3)CC(c1cccc(Nc3ccnc4cc(C(F)(F)F)ccc34)c1)N2 (stereo unspecified)
  A = 69; B = 94; C = 85; D = 90; E = 85; F = 54; G = 101; H = 88

Cc1nn(-c2ccc(Cl)cc2)c(=O)n1CCN1C(=O)CSC1=O
  A = 82; B = 85; C = 74; D = 70; E = 94; F = 75; G = 106; H = 82

In another format: results already given
c1ccc(-n2cc3c(c2)-c2oncc2CC3)cc1
- A549/ATCC: 104
- M14: 99
- SK-MEL-5: 94
- EKVX: 73
- HOP-62: 70
- HOP-92: 70
- SK-MEL-28: 107
- SK-MEL-2: 113
O=C(NNc1nc(NNC(=O)c2ccccc2)nc(N2CCOCC2)n1)c1ccccc1
- A549/ATCC: 98
- M14: 101
- SK-MEL-5: 100
- EKVX: 96
- HOP-62: 112
- HOP-92: 113
- SK-MEL-28: 119
- SK-MEL-2: 113
COc1ccc(-c2cc(C#N)c(N)o2)cc1
- A549/ATCC: 103
- M14: 94
- SK-MEL-5: 99
- EKVX: 90
- HOP-62: 90
- HOP-92: 79
- SK-MEL-28: 107
- SK-MEL-2: 100
O=C(CSc1nc2ccccc2c(=O)n1CCc1ccccc1)Nc1ccc(Cl)cc1
- A549/ATCC: 84
- M14: 97
- SK-MEL-5: 79
- EKVX: 72
- HOP-62: 62
- HOP-92: x
- SK-MEL-28: 91
- SK-MEL-2: 87
